Mdm2-MdmX inh = disrupts the human Mdm2-MdmX interaction; O15151+Q00987; SaOS-2 split-luciferase Mdm2/MdmX complementation, luminescence; hit rate 3% among 330,000; AID 485346; inhibition, % at 8 µM;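 active means inhibition of at least 50% at 8 µM in the primary screen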
Target sequence (O15151 whole entry, looked up): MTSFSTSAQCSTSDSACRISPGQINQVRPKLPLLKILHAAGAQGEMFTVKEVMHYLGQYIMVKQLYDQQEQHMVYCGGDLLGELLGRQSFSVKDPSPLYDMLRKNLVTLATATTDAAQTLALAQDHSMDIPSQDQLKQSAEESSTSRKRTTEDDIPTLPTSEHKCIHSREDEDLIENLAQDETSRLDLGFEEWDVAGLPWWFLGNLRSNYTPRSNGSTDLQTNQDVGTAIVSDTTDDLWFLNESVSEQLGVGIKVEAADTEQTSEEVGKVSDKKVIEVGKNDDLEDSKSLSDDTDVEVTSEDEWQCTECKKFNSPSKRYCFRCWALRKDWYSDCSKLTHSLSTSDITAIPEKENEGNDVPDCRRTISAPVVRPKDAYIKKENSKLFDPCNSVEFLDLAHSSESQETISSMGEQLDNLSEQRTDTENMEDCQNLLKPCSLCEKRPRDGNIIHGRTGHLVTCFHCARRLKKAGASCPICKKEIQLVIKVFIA
Target sequence (Q00987 whole entry, looked up): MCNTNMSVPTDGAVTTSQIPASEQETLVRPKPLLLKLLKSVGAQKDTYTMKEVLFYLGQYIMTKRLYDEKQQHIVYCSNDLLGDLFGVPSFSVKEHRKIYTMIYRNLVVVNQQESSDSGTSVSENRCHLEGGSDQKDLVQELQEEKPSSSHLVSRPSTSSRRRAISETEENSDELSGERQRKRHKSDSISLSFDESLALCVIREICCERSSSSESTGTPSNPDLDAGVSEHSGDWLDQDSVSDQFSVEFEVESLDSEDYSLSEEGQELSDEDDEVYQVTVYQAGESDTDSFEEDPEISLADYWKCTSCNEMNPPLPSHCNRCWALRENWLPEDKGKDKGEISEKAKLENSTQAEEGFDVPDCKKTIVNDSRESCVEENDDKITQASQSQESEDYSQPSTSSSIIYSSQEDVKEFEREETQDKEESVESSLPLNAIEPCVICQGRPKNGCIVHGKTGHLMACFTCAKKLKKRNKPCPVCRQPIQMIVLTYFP
CXCR6 inh = CXCR6 (human) receptor inhibition; CHO-K1 PathHunter CXCR6 beta-arrestin, luminescence; inhibition, % at 20 µM; hit rate 0.36% among 360,000; AID 602244; in the data active means inhibition above about 34%, passing the limit was not always enough;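 further: antagonist mode with CXCL16 agonist at 10 nM final; 0% = 10 nM CXCL16 with DMSO and 100% = unstimulated wells without agonist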
CCR6 antagonist = antagonists of human CCR6 receptor. CHO-K1 CCR6 PathHunter beta-arrestin, luminescence, CCL20-stimulated. P51684. inhibition, % at 20 µM. hit rate 0.49% among 340,000;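 active means compounds whose inhibition of the agonist-driven luminescence signal at 20 µM reaches about 50%, limit read from the data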;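 further: cells stimulated with CCL20 at 14 nM final; plate controls were DMSO with CCL20 for no effect and DMSO without agonist for full effect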
EBI2 block = EBI2 (human) antagonism | AID 651636 | EBI2 beta-arrestin recruitment, luminescence, 7a,25-OHC stimulated | inhibition, % at 5 µM | P32249 | hit rate 0.81% among 360,000; in the data active means inhibition above about 38%;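 further: enzyme fragment complementation signal reports receptor beta-arrestin coupling in cells; 0% = agonist plus DMSO wells and 100% = wells without agonist; some results beyond the cut were filed as inactive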
APJ antag = blocks the human apelin receptor APJ. P35414. CHO-K1 APJ beta-arrestin complementation, luminescence. inhibition, % at 20 µM. hit rate 0.32% among 330,000. AID 2521;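 active means inhibition above about 40% at 20 µM, limit read from the data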;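 further: cells challenged with 10 nM apelin-13 agonist together with compound; plate controls were apelin-13 plus DMSO wells for no effect and DMSO wells lacking apelin-13 for full effect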
UPR CHOP act = apoptotic UPR (CHOP) activation | activation, % at 10 µM | CHO-CHOP luciferase reporter, luminescence; percent of tunicamycin response over DMSO baseline | hit rate 0.34% among 330,000;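 active means at 10 µM dose, activation of 40% or more, normalized to positive control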;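 further: 100% = tunicamycin at 10 µg/mL and 0% = DMSO alone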
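System: CHO-CHOP luciferase reporter cell line; amount: 500 cells/well; buffer or medium: F12 medium containing 10% fetal bovine serum; incubation: 6 h compound exposure at 37 °C after overnight seeding; measured by: luciferase luminescence after 10 min with Steady-Glo reagent; evaluation: % reporter activation, DMSO baseline versus tunicamycin full activation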
tim23-1 inh = inhibits growth of tim23-1 mutant yeast; inhibition, % at 20 µM; S. cerevisiae tim23-1 growth, BacTiter-Glo luminescence, 24 h; hit rate 1.3% among 330,000; AID 463212;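 active means growth inhibition of the mutant yeast at or above 50%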;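 further: temperature-sensitive mutant grown at 25 °C; plate controls were DMSO-treated mutant yeast for no effect and medium wells lacking yeast for full effect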
UPR XBP1 act = activators of adaptive arm of unfolded protein response (XBP1); CHO-XBP1 luciferase reporter, IRE1-XBP1 UPR activation, luminescence; percent of tunicamycin response, DMSO as zero; hit rate 0.33% among 330,000; activation, % at 20 µM;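 active means versus positive control, 20 µM dose yields 30% or more activation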;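 further: 100% = tunicamycin at 10 µg/mL and 0% = DMSO only wells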
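Assay system: CHO-XBP1 luciferase reporter cells; Schedule: 6 h treatment, 37 °C; Detection: glow luminescence from Steady-Glo reagent; Benchmarks: high control tunicamycin 10 µg/mL final, low control DMSO vehicle only.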
APJ ag = APJ receptor agonism | P35414 | CHO-K1 APJ PathHunter beta-arrestin, luminescence; 0% DMSO wells, 100% apelin | activation, % at 20 µM | hit rate 0.11% among 330,000;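 active means activation more than six SD over the plate average, tested at 20 µM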;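 further: 0% = DMSO alone and 100% = apelin-13 at 10 nM; some results filed as inactive read as strong as hits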
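Assay system: CHO-K1 cells stably expressing ProLink-tagged human APJ and arrestin–beta-gal acceptor. Compound dosing: 20 µM single point, 1% DMSO. Times: 16-18 h seeding, 90 min dark compound exposure, 60 min detection. Detection: beta-gal luminescence. Evaluation: APJ–arrestin association signal. Controls: negative DMSO alone, positive Apelin-13 at 10 nM.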
Active calls of the source: *.

Results for Cc1ccc(NC(=O)CSCC(=O)N(C)Cc2ccc(Cl)c(Cl)c2)cc1 ?
Mdm2-MdmX inh: -5; CXCR6 inh: 11; CCR6 antagonist: 7; EBI2 block: 4; APJ antag: -2; UPR CHOP act: -0.3; tim23-1 inh: 34; UPR XBP1 act: 0; APJ ag: -2

What do the screens show for `CC(=O)NNC(=O)c1sc(=S)n2c1[nH]c(=O)c1sccc12`?
Mdm2-MdmX inh: 21; CXCR6 inh: 0; CCR6 antagonist: 1; EBI2 block: -8; APJ antag: 16; UPR CHOP act: 2.2; tim23-1 inh: -5; UPR XBP1 act: -1; APJ ag: -4

What do the screens show for `Cc1cc(-c2nnc(SCC(=O)Nc3ccc(Cl)cn3)n2N)n[nH]1`?
Mdm2-MdmX inh: 15; CXCR6 inh: 0; CCR6 antagonist: 20; EBI2 block: -11; APJ antag: -2; UPR CHOP act: -1.1; tim23-1 inh: 4; UPR XBP1 act: -3; APJ ag: -4

How did O=C(OCc1cccc(F)c1)c1ccc2c(c1)-c1ccccc1C2=O do in these assays?
Mdm2-MdmX inh: -43; CXCR6 inh: 5; CCR6 antagonist: -5; EBI2 block: 5; APJ antag: -8; UPR CHOP act: 1.7; tim23-1 inh: 23; UPR XBP1 act: 1; APJ ag: -4

Results for Cc1ccc(C(=O)C2CCN(CC(=O)NC3CCCCC3)CC2)cc1 ?
Mdm2-MdmX inh: 32; CXCR6 inh: -1; CCR6 antagonist: 12; EBI2 block: 4; APJ antag: -22; UPR CHOP act: 0.2; tim23-1 inh: 24; UPR XBP1 act: -4; APJ ag: 2

How did COc1ccc(C2C(C(C)=O)=C(O)C(=O)N2c2nccs2)c(OC)c1 (stereo not given) do in these assays?
Mdm2-MdmX inh: 14; CXCR6 inh: -12; CCR6 antagonist: 6; EBI2 block: -5; APJ antag: 7; UPR CHOP act: 0.3; tim23-1 inh: 1; UPR XBP1 act: -1; APJ ag: -2

How did OCC[C@H]1C[C@@H](O)[C@H](O)[C@]2(OCCc3ccccc32)O1 do in these assays?
Mdm2-MdmX inh: -15; CXCR6 inh: -1; CCR6 antagonist: 5; EBI2 block: -14; APJ antag: 2; UPR CHOP act: -0.3; tim23-1 inh: -4; UPR XBP1 act: -1; APJ ag: -4

What do the screens show for `O=C(Nc1nnc(S(=O)(=O)Nc2ccccc2)s1)c1ccccc1Cl`?
Mdm2-MdmX inh: 2; CXCR6 inh: 9; CCR6 antagonist: 4; EBI2 block: -3; APJ antag: -1; UPR CHOP act: 1.0; tim23-1 inh: 14; UPR XBP1 act: -5; APJ ag: -2

What do the screens show for `CC(NC(=O)c1ccccc1)C(=O)NNC(=O)c1ccccc1Cl` (stereo not given)?
Mdm2-MdmX inh: 5; CXCR6 inh: 11; CCR6 antagonist: 4; EBI2 block: 0; APJ antag: 9; UPR CHOP act: -2.1; tim23-1 inh: -4; UPR XBP1 act: -1; APJ ag: -2

Results for O=C(N/N=C/c1cccs1)c1n[nH]c2c1CCC2 ?
Mdm2-MdmX inh: 11; CXCR6 inh: -9; CCR6 antagonist: 7; EBI2 block: -3; APJ antag: 3; UPR CHOP act: -2.7; tim23-1 inh: 6; UPR XBP1 act: -4; APJ ag: -5

How did CCn1ccnc1CN(C)C(=O)c1cc(COc2ccc(OC)c3ccccc23)on1 do in these assays?
Mdm2-MdmX inh: 14; CXCR6 inh: -9; CCR6 antagonist: 12; EBI2 block: 9; APJ antag: -28; UPR CHOP act: 5.9; tim23-1 inh: 23; UPR XBP1 act: -2; APJ ag: 11

What do the screens show for `O=C(CSc1ncccn1)Nc1ccc(S(=O)(=O)N2CCCCC2)cc1`?
Mdm2-MdmX inh: 12; CXCR6 inh: -3; CCR6 antagonist: -18; EBI2 block: -2; APJ antag: 17; UPR CHOP act: -1.2; tim23-1 inh: 7; UPR XBP1 act: 0; APJ ag: 4

How did CCCCSc1nc(C)[nH]c1[N+](=O)[O-] do in these assays?
Mdm2-MdmX inh: -10; CXCR6 inh: -3; CCR6 antagonist: 7; EBI2 block: 0; APJ antag: 0; UPR CHOP act: 0.8; tim23-1 inh: -6; UPR XBP1 act: 0; APJ ag: -4

Results for O=C(O)CC/C(=N/Nc1ncc(C(F)(F)F)cc1Cl)C(=O)O ?
Mdm2-MdmX inh: 5; CXCR6 inh: 5; CCR6 antagonist: -6; EBI2 block: -21; APJ antag: 6; UPR CHOP act: -0.6; tim23-1 inh: -2; UPR XBP1 act: 0; APJ ag: -5

What do the screens show for `CC1(C)CC(=O)C2=C(C1)NC(=O)CC2c1ccccc1F` (stereo not given)?
Mdm2-MdmX inh: 14; CXCR6 inh: 3; CCR6 antagonist: 5; EBI2 block: -3; APJ antag: 14; UPR CHOP act: 1.9; tim23-1 inh: 15; UPR XBP1 act: -5; APJ ag: 0

How did O=C(CC12CC3CC(CC(C3)C1)C2)NCO do in these assays?
Mdm2-MdmX inh: 6; CXCR6 inh: 14; CCR6 antagonist: 19; EBI2 block: -18; APJ antag: 4; UPR CHOP act: -0.8; tim23-1 inh: 13; UPR XBP1 act: 3; APJ ag: -1

Results for CC(=O)NNC(=O)c1ccncc1 ?
Mdm2-MdmX inh: 3; CXCR6 inh: -2; CCR6 antagonist: 11; EBI2 block: -5; APJ antag: 16; UPR CHOP act: 0.1; tim23-1 inh: 5; UPR XBP1 act: 1; APJ ag: 1

How did COC(=O)c1cc(C(=O)c2cc(Cl)ccc2O)coc1=N do in these assays?
Mdm2-MdmX inh: 10; CXCR6 inh: 0; CCR6 antagonist: 15; EBI2 block: 3; APJ antag: 5; UPR CHOP act: -0.1; tim23-1 inh: 13; UPR XBP1 act: -1; APJ ag: -5

Results for CCn1c(C)cc2c(c1=O)C(c1ccc3c(c1)OCO3)C(C#N)=C(N)O2 (stereo not given) ?
Mdm2-MdmX inh: 12; CXCR6 inh: 2; CCR6 antagonist: 0; EBI2 block: -8; APJ antag: 16; UPR CHOP act: -1.3; tim23-1 inh: 8; UPR XBP1 act: 1; APJ ag: -4

How did CCN1CCCC1CNC(=O)c1ccc(Sc2ccccc2Cl)c([N+](=O)[O-])c1 (stereo not given) do in these assays?
Mdm2-MdmX inh: 49; CXCR6 inh: 6; CCR6 antagonist: 10; EBI2 block: -3; APJ antag: -5; UPR CHOP act: -0.6; tim23-1 inh: -2; UPR XBP1 act: 5; APJ ag: -4

How did COc1ccc(CC(=O)NC2=NCCS2)cc1 do in these assays?
Mdm2-MdmX inh: -1; CXCR6 inh: 3; CCR6 antagonist: -12; EBI2 block: -9; APJ antag: -7; UPR CHOP act: 3.1; tim23-1 inh: 0; UPR XBP1 act: -2; APJ ag: -2

How did CN1CCN(CCC(=O)N/N=C/c2cc([N+](=O)[O-])ccc2OC(F)F)CC1 do in these assays?
Mdm2-MdmX inh: 12; CXCR6 inh: 2; CCR6 antagonist: 0; EBI2 block: -7; APJ antag: 6; UPR CHOP act: -2.9; tim23-1 inh: 12; UPR XBP1 act: 0; APJ ag: 1

How did CCOCCCNC(=O)c1cn(CC)c2ccc(S(=O)(=O)N3CCC(C)CC3)cc2c1=O do in these assays?
Mdm2-MdmX inh: -9; CXCR6 inh: 5; CCR6 antagonist: -6; EBI2 block: -4; APJ antag: -8; UPR CHOP act: -0.2; tim23-1 inh: 12; UPR XBP1 act: -7; APJ ag: 3

What do the screens show for `CC(=O)N1CCN(CC(=O)O)CC1`?
Mdm2-MdmX inh: -2; APJ antag: 16; UPR CHOP act: 0.6; tim23-1 inh: -10; UPR XBP1 act: -1; APJ ag: -2

Quoted from the entries so far (2 entries):
How did CCOCCCNC(=O)c1cn(CC)c2ccc(S(=O)(=O)N3CCC(C)CC3)cc2c1=O do in these assays?
Mdm2-MdmX inh: -9; CXCR6 inh: 5; CCR6 antagonist: -6; EBI2 block: -4; APJ antag: -8; UPR CHOP act: -0.2; tim23-1 inh: 12; UPR XBP1 act: -7; APJ ag: 3

What do the screens show for `CC(=O)N1CCN(CC(=O)O)CC1`?
Mdm2-MdmX inh: -2; APJ antag: 16; UPR CHOP act: 0.6; tim23-1 inh: -10; UPR XBP1 act: -1; APJ ag: -2

Additional entries
How did COc1cc(/C=N/N=C2/NC(=O)C(c3ccccc3)S2)ccc1O (stereo not given) do in these assays?
Mdm2-MdmX inh: -28; CXCR6 inh: -5; CCR6 antagonist: 0; EBI2 block: 3; APJ antag: 1; UPR CHOP act: 2.5; tim23-1 inh: 23; UPR XBP1 act: 4; APJ ag: 1

What do the screens show for `COc1ccc(-c2cc(Nc3ccccc3NC(=O)C(F)(F)F)n(CCC#N)n2)cc1`?
Mdm2-MdmX inh: -12; CXCR6 inh: 2; CCR6 antagonist: 3; EBI2 block: -2; APJ antag: -14; UPR CHOP act: 4.0; tim23-1 inh: 20; UPR XBP1 act: -1; APJ ag: 3

Results for COc1cc(C(=O)Nc2cccc(C)n2)ccc1OCC(=O)N1CCOCC1 ?
Mdm2-MdmX inh: -26; CXCR6 inh: 2; CCR6 antagonist: 12; EBI2 block: -16; APJ antag: 11; UPR CHOP act: 0.2; tim23-1 inh: -9; UPR XBP1 act: 0; APJ ag: -6

What do the screens show for `CCOc1ccc(CCNC(=O)c2cc3sccc3n2CC)cc1OCC`?
Mdm2-MdmX inh: 15; CXCR6 inh: 1; CCR6 antagonist: 1; EBI2 block: 7; APJ antag: -11; UPR CHOP act: -0.5; tim23-1 inh: -1; UPR XBP1 act: -1; APJ ag: -10

Results for O=C(CSc1nnc(C2COc3ccccc3O2)o1)N1CCCC1 (stereo not given) ?
Mdm2-MdmX inh: -4; CXCR6 inh: 0; CCR6 antagonist: -4; EBI2 block: -3; APJ antag: -3; UPR CHOP act: 1.2; tim23-1 inh: 8; UPR XBP1 act: 0; APJ ag: -3

Results for CCNC(=O)NC(=O)COC(=O)CCCSc1nc2ccccc2[nH]1 ?
Mdm2-MdmX inh: -19; CXCR6 inh: 0; CCR6 antagonist: -17; EBI2 block: -9; APJ antag: 15; UPR CHOP act: -0.8; tim23-1 inh: 11; UPR XBP1 act: -3; APJ ag: -1

What do the screens show for `CCCS(=O)c1nc(C)cc(C)c1S(C)(=O)=O` (stereo not given)?
Mdm2-MdmX inh: 8; CXCR6 inh: 9; CCR6 antagonist: 10; EBI2 block: 8; APJ antag: 13; UPR CHOP act: -0.6; tim23-1 inh: 2; UPR XBP1 act: 1; APJ ag: -1

How did CCCCCc1c(C)nc(N2CCOCC2)[nH]c1=O do in these assays?
Mdm2-MdmX inh: -15; CXCR6 inh: -6; CCR6 antagonist: -4; EBI2 block: -5; APJ antag: 6; UPR CHOP act: 1.2; tim23-1 inh: -3; UPR XBP1 act: 0; APJ ag: -3

Results for CC(=O)c1cnc2c(-c3ccccc3)cnn2c1C ?
Mdm2-MdmX inh: -34; CXCR6 inh: -4; CCR6 antagonist: 11; EBI2 block: 3; APJ antag: 23; UPR CHOP act: -0.1; tim23-1 inh: 0; UPR XBP1 act: 2; APJ ag: 0

An excerpt. The share of hits here may be higher or lower than overall.
